pPAFAH FP inh – pPAFAH enzyme inhibitors, primary screen, biochemical, fluorescence polarization, human | Platelet-activating factor acetylhydrolase (Homo sapiens), Q13093 | recombinant pPAFAH, FP-rhodamine probe fluorescence polarization | inhibition, % at 3.39 µM | 330,000 compounds, 1.5% hits;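 active = inhibition above the mean inhibition across the screen plus 3 SD, cut at about 25% in these data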;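 also: inhibitors block binding of the rhodamine activity-based probe so polarization drops; 0% = enzyme with DMSO and 100% = wells lacking pPAFAH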
LYPLA1 inh – LYPLA1 inhibitors, primary screen, counter-screen for PME1 inhibitor project, biochemical, fluorescence polarization, FP-Rh probe ABPP | recombinant LYPLA1 | inhibition, % at 5.9 µM | 320,000 compounds, 0.16% hits;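 active = inhibition above the mean of all tested compounds plus 3 SD, set per campaign, cut at about 14% in these data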;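 also: inhibitors block serine hydrolase probe labeling of LYPLA1 so polarization falls; 0% = enzyme with DMSO and 100% = wells lacking LYPLA1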
Target sequence (O75608 whole entry, looked up): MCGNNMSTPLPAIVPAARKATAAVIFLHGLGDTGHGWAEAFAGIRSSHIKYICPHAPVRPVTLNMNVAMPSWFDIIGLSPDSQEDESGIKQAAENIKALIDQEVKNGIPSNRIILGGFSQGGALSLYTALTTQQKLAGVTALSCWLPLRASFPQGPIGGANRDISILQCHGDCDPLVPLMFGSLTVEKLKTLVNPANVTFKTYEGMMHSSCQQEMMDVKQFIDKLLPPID
PAD4 inh – human PAD4 inhibitors, primary screen, biochemical, fluorescence polarization, 1536-well format. Protein-arginine deiminase type-4 (Homo sapiens), Q9UM07. recombinant PAD4, RCA probe fluorescence polarization. inhibition, % at 6.36 µM. 330,000 compounds, 0.41% hits;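 active = percent inhibition above a cutoff equal to the mean of all tested compounds plus 3 SD, cut at about 15% in these data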;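 also: 0% = PAD4 with RCA probe and DMSO and 100% = probe without PAD4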
Target sequence (Q9UM07 whole entry, looked up): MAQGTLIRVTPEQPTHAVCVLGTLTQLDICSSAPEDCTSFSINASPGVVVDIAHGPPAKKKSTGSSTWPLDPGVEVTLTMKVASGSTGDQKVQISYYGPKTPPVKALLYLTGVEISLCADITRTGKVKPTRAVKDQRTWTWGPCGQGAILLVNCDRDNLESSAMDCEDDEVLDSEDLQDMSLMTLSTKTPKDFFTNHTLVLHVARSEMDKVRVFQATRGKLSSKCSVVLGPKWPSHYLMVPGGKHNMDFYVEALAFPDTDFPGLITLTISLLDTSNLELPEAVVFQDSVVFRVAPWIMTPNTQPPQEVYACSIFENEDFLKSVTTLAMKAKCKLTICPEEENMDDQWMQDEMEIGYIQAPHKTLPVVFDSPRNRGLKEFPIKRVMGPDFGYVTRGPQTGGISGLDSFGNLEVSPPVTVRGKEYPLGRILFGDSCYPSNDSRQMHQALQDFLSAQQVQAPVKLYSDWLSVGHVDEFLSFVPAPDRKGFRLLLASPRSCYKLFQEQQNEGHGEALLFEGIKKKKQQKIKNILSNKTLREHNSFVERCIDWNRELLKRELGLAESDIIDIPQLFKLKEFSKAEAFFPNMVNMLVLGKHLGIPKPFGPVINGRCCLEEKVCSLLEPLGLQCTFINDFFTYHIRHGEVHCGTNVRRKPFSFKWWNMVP
Fam108B inh – mouse Fam108B serine hydrolase inhibitors, primary screen, counter-screen for RBBP9 inhibitor project, biochemical, fluorescence polarization. AID 1947, 2009. inhibition, % at 9.51 µM. recombinant Fam108B, FP-Rh probe fluorescence polarization. 300,000 compounds, 0.33% hits;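 active = inhibition above the screen mean inhibition plus 3 SD, computed separately per campaign, cut at about 18% in these data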;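 also: inhibitors lower polarization as less probe binds the enzyme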
PME-1 primary – PME-1 inhibitors via competitive probe labeling, primary screen, biochemical, fluorescence polarization, FP-Rh probe, HTS; recombinant PME-1; inhibition, % at 5.9 µM; 320,000 compounds, 0.53% hits;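 active = inhibition above the campaign mean of all compounds plus 3 SD, cut at about 26% in these data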;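 also: competitive labeling of PME-1 active site by serine hydrolase directed probe; 0% = PME-1 with DMSO and 100% = wells lacking PME-1 enzyme; inhibitors block probe labeling so polarization falls and inhibition rises; many of its hits are not listed in these tables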
GSTO1 inh – inhibitors of recombinant GSTO1, primary screen, counter-screen for RBBP9 inhibitor project, biochemical, fluorescence polarization. Glutathione S-transferase omega-1 (Homo sapiens), P78417. activity-based probe fluorescence polarization. inhibition, % at 5.96 µM. 300,000 compounds, 1.1% hits. AID 1974, 2009;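 active = inhibition above the campaign mean inhibition plus 3 SD, cut at about 35% in these data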;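 also: 0% = GSTO1-1 with DMSO and 100% = wells lacking GSTO1-1 enzyme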
PAFAH2 FP inh – PAFAH2 enzyme inhibitors, primary screen, biochemical, fluorescence polarization, human. recombinant PAFAH2, FP-rhodamine activity probe. AID 492956, 2010. Platelet-activating factor acetylhydrolase 2, cytoplasmic (Homo sapiens), Q99487. inhibition, % at 3.39 µM. 340,000 compounds, 0.99% hits;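 active = inhibition above the mean over all tested compounds plus 3 SD, cut at about 30% in these data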;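 also: inhibitors block probe labeling of enzyme so polarization drops; 0% = enzyme with DMSO and 100% = wells lacking PAFAH2 protein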
PAFAH1B2 inh – PAFAH1B2 enzyme inhibitors, primary screen, biochemical, fluorescence polarization, human; recombinant PAFAH1B2, FP-rhodamine activity probe; inhibition, % at 3.39 µM; 340,000 compounds, 1.2% hits; AID 492953, 2010;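 active = inhibition above the mean of all tested compounds plus 3 SD, cut at about 24% in these data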;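 also: 0% = enzyme with DMSO and 100% = wells lacking PAFAH1B2; many of its hits are not listed in these tables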
Target sequence (P68402 whole entry, looked up): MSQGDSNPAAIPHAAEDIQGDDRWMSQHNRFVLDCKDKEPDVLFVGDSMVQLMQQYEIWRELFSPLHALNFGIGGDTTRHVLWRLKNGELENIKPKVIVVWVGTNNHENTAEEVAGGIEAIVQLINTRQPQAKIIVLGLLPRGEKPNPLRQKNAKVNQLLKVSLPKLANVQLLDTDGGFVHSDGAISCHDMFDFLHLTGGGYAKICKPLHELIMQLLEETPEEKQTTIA
PAFAH1B3 inh – PAFAH1B3 enzyme inhibitors, primary screen, biochemical, fluorescence polarization, human. 340,000 compounds, 0.28% hits. inhibition, % at 3.39 µM. recombinant PAFAH1B3, FP-rhodamine probe. AID 492972, 2010;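 active = inhibition above the screen-wide average of all tested compounds plus 3 SD, cut at about 25% in these data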;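 also: 0% = enzyme with DMSO only and 100% = wells lacking PAFAH1B3 protein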
An asterisk follows results filed as active; / = not tested or not shown. Not all compounds are listed (hit frequency here may not be typical).

SMILES	pPAFAH FP inh	LYPLA1 inh	PAD4 inh	Fam108B inh	PME-1 primary	GSTO1 inh	PAFAH2 FP inh	PAFAH1B2 inh	PAFAH1B3 inh
COC(=O)CN1C(=O)[C@H]2[C@@H](C3CC3)N3C(=O)CN(CCO)C(=O)[C@@]3(Cc3ccccc3)[C@H]2C1=O	14	-3	-2	1	1	-2	-2	11	-2
COc1ccc(CCNC(=O)N2CCOCC2)cc1	6	0	3	-4	-4	3	0	10	-1
COC(=O)CN1C(=O)C(O)=C(C(C)=O)C1c1ccc([N+](=O)[O-])cc1 (centres undefined)	-7	2	3	-1	-2	-4	3	5	4
Cc1ccc(CNC(=O)c2ccc(N3CCC4(CC3)CC(c3ccccc3)=NO4)c(N)c2)cc1	2	0	2	2	0	2	5	5	-3
COC(=O)CCCC1=CC2=C(c3ccccc3)C(=O)C(C)(OC(=O)C3CCCC3)C(=O)C2=CN1C1CCCC1 (centres undefined)	1	-2	-15	2	7	26	7	-1	-7
COc1cccc(C(=O)NCCNC(=O)c2ccccn2)c1	2	1	-2	4	-4	-2	-8	0	1
NC(=O)C1CCN(C(=O)CN(C2CCCCC2)S(=O)(=O)c2ccc(F)cc2)CC1	2	3	3	4	-2	4	3	-1	8
Cc1ccc(-c2noc(CC(c3ccccc3)c3ccccc3)n2)cc1	1	-1	0	0	-4	7	-4	-3	6
CCOc1cc(N2CCOCC2)c(OCC)cc1NC(=O)c1ccccc1	1	0	3	5	5	1	-3	2	-1
Cc1ccc(C23CC4CC(CC(C(=O)NC(C)C(N)=O)(C4)C2)C3)cc1 (centres undefined)	4	5	-6	0	-1	0	-5	8	10

Arranged by the number under PAFAH1B2 inh (smallest number first): some entries from above
structure	pPAFAH FP inh	PAD4 inh	PME-1 primary	PAFAH2 FP inh	PAFAH1B2 inh	PAFAH1B3 inh
COC(=O)CCCC1=CC2=C(c3ccccc3)C(=O)C(C)(OC(=O)C3CCCC3)C(=O)C2=CN1C1CCCC1 (centres undefined)	1	-15	7	7	-1	-7
COc1cccc(C(=O)NCCNC(=O)c2ccccn2)c1	2	-2	-4	-8	0	1
Cc1ccc(CNC(=O)c2ccc(N3CCC4(CC3)CC(c3ccccc3)=NO4)c(N)c2)cc1	2	2	0	5	5	-3

(list continues)
SMILES	pPAFAH FP inh	LYPLA1 inh	PAD4 inh	Fam108B inh	PME-1 primary	GSTO1 inh	PAFAH2 FP inh	PAFAH1B2 inh	PAFAH1B3 inh
COc1ccccc1C(=O)NCC(=O)NC(C)CCc1ccccc1 (centres undefined)	2	-2	2	1	-5	5	-6	3	5
COc1cccc(C(=O)Nc2c(C)n[nH]c2C)c1	3	-1	-2	-3	2	5	-9	-2	2
COC(=O)C1=C(C(=O)OC)[C@@H]2Nc3ccccc3[C@@]23C[C@@H](C(=O)OC)N=C3N1	-2	-4	-4	0	-1	2	-9	-6	5
Cc1ccsc1C(=O)NC(C)c1ccc2c(c1)OCO2 (centres undefined)	-1	0	-1	2	3	7	-3	1	6
CC(C)N1CCc2c(sc(NC(=O)CCS(=O)(=O)c3ccccc3)c2C(N)=O)C1	-1	-1	4	5	2	6	-4	4	-2
CCN(CC)S(=O)(=O)c1ccc(C)c(NC(=S)N2CCN(C/C=C/c3ccccc3)CC2)c1	5	-2	1	-5	-1	-9	0	4	11
CCC(=O)Nc1cccc(SC)c1	2	4	-5	4	-3	2	4	1	-3
COc1ccc(OC)c(-n2c(-c3cc(-c4ccco4)[nH]n3)n[nH]c2=S)c1	11	1	0	2	6	9	10	1	18
COc1cccc(Nc2ncnc3onc(-c4ccccc4OC)c23)c1	3	0	-1	1	10	-8	1	0	1
Cc1ccc2cccc(NC3OC(=O)c4ccccc43)c2n1 (centres undefined)	4	2	-5	1	3	0	10	3	13
C/C(=N\NC(=O)c1ccccc1)c1ccccc1Br	1	-3	5	-2	-4	1	1	3	13
CC(=O)c1ccc(N2CCN(CC(O)COC(c3ccccc3)c3ccccc3C)CC2)cc1 (centres undefined)	6	3	0	2	0	-1	-12	4	11
Cc1cccc(NC(=O)c2ccc(CN3CCN(Cc4ccccc4)CC3)cc2)c1	0	-4	3	1	-4	8	7	9	8
CN(Cc1ccccc1)C(=O)CCS(=O)(=O)c1ccc2c(c1)n(C)c(=O)c(=O)n2C	6	0	0	-1	3	7	5	9	20
Cc1cc(/C=N/NC(N)=S)c(C)n1-c1ccc(Cl)c(Cl)c1	10	0	-3	3	1	3	16	4	2
COc1ccccc1C(=O)NC(C)c1ccccc1 (centres undefined)	1	-3	-3	3	1	5	3	1	-2
O=C1C2C3c4ccccc4C(c4ccccc43)C2C(=O)N1/N=C/c1cccc(O)c1 (centres undefined)	-3	-4	3	1	-1	-8	-5	-2	-6
COc1ccc(CNC(=O)CN(c2cc(C)cc(C)c2)S(=O)(=O)c2c(C)noc2C)cc1	4	3	-1	3	1	1	-1	6	8
Cc1ccccc1CCN1CCCC(CN(C)C(=O)C(=O)c2ccco2)C1 (centres undefined)	1	2	-6	3	-6	5	-11	-3	-2
COc1ccc2c(Cl)c(C(=O)N/N=C3\CCCC(=O)C3)sc2c1	12	-12	-1	-2	-7	0	-7	-4	-8
COC(=O)C1=C(C)N(Cc2ccc3c(c2)OCO3)C(=O)C1	3	-4	-2	-1	3	4	1	5	2
CCC(=O)Nc1ccc(C2=Nn3c(nnc3C(C)C)SC2)cc1	3	3	-4	2	0	-3	-8	5	8
Cc1ccoc1C(=O)N1CCCCC1C(=O)O (centres undefined)	2	0	0	2	-6	8	7	4	0
CCOC(=O)N1CCN(C(=O)c2cn(C)c3ccc(S(=O)(=O)N4CCC(C)CC4)cc3c2=O)CC1	4	0	0	-4	3	7	1	6	9
O=C(Cc1c(F)cccc1Cl)Nc1ccccc1C(=O)N1CCOCC1	2	-5	-1	-2	1	-5	-6	-3	4
FC(F)Oc1ccccc1/C=N/n1cnc2ccccc21	1	-1	2	0	3	-7	0	2	-4
O=C(NCc1nnc(SCc2ccccc2)n1-c1ccccc1)C12CC3CC(CC(C3)C1)C2	2	-4	-2	2	0	2	9	14	-4
COc1ccc(C2C(C#N)=C(N)OC3=C2C(=O)CCC3)cc1Cn1cc([N+](=O)[O-])cn1 (centres undefined)	2	-5	-4	-6	10	2	0	4	11
O=C(NCCc1ccccn1)c1cccc(S(=O)(=O)N2CCc3ccccc32)c1	6	-1	-7	1	-2	0	5	1	11
O=C(O)c1ccc(NC(=S)NC(=O)c2ccc3ccccc3c2)cc1	0	3	-4	4	-3	-7	3	0	4
Cc1cc(C)c(NC(=O)CNC(=O)c2ccccc2OCc2c(C)noc2C)c(C)c1	10	-2	3	-2	1	-5	-6	2	-5
C=CC[C@]12CC=CC(=O)[C@@]1(O)O[C@H](c1ccc(OC)c(OC)c1)[C@H]2C	-2	1	0	-2	-3	7	5	5	0
Cc1ccc(NC(=O)Cc2nnc(SCC(=O)Nc3nncs3)n2C)c(C)c1	6	-2	-1	3	3	-7	0	1	0
CCOc1ccccc1/C=c1\sc2ncnn2c1=O	2	-2	2	1	-6	5	-1	4	6
O=C(CCc1nnc(Cc2c[nH]c3ccccc23)o1)NCC1CC12CCCCC2 (centres undefined)	5	0	-3	-1	-4	0	2	6	-5
Cc1cc(=O)[nH]c2ccc(S(=O)(=O)N3CCOCC3)cc12	-3	0	-2	1	-1	4	0	-3	9
CCOc1ccc(OCC)c(-c2c(=O)n(OCc3ccc(Cl)cc3)c3ccccc3[n+]2[O-])c1	6	-6	-5	0	2	14	-1	-1	9
CN(c1ccccc1)S(=O)(=O)c1cccc(C(=O)NCCc2c[nH]c3ccccc23)c1	4	-10	-1	1	3	5	6	18	8
O=C(Nc1cc(F)ccc1F)C1CCCN(c2ncnc3c2nc2n3CCCCC2)C1 (centres undefined)	1	1	4	1	-4	2	-1	3	3
CCOC(=O)C1=CN(Cc2cccc(-c3cccnc3)c2)S(=O)(=O)N(CC)C1C (centres undefined)	7	/	-5	/	/	/	-1	2	2
Cc1ccnn1-c1ccc(C(=O)NCc2ccccc2CN2CCOCC2)cc1	3	/	0	/	/	/	3	3	12
O=c1c(Cl)c(NCc2ccccc2)cnn1C12CC3CC(CC(C3)C1)C2	1	2	0	0	-3	4	5	0	-2
O=C(O)c1c(N2CCCCC2)ccc([N+](=O)[O-])c1N1CCCCC1	1	0	5	5	-11	-7	9	14	16
CN1CCC/C1=C1/C(=O)N(c2ccccc2)N=C1NC(=O)Nc1cccc(Cl)c1	6	2	-9	2	-1	1	3	10	12
CC1=C(C)[N+](=O)C2(O)CCCCC2(C)N1[O-] (centres undefined)	1	1	0	-1	3	4	3	5	7
COc1ccc2c(c1)CCc1c-2nc2ccccc2c1N1CCOCC1	0	-5	-13	-4	-1	0	-3	5	1
COCc1cc(C)n(CC(=O)Nc2ccc(Cl)cc2Cl)c(=O)c1C#N	-2	-1	-2	-2	0	-3	1	1	9
COc1ccc(C(=O)CC(=O)C(=O)Nc2ccccc2OC)cc1	-1	-2	-3	3	-4	5	3	0	19
CC(C(=O)NC1CCCC1)N(Cc1ccc2c(c1)OCO2)C(=O)c1snc(C(N)=O)c1N (centres undefined)	7	2	-1	1	-2	0	-1	2	-3
Cc1cc(NC(=O)C2CC2)n(-c2nc3ccccc3s2)n1	5	-1	3	-6	-2	-8	-3	0	-3

New compounds follow:
SMILES	pPAFAH FP inh	LYPLA1 inh	PAD4 inh	Fam108B inh	PME-1 primary	GSTO1 inh	PAFAH2 FP inh	PAFAH1B2 inh	PAFAH1B3 inh
O=C(O)C1CC=CCC1C(=O)c1ccccc1 (centres undefined)	0	-2	0	0	-4	-5	-5	2	2
CN(C)S(=O)(=O)c1cccc(NC(=S)N/N=C/c2cccc(O)c2)c1	2	-7	1	1	17	10	4	0	5
O=C(O)c1sccc1NC(=O)c1c(Cl)cccc1Cl	-2	-4	6	1	1	2	-1	7	1
O=C(O)Cn1cc2c(n1)CCCCC2	6	5	-3	1	6	-6	2	1	4
CCN(CC)S(=O)(=O)c1ccc2oc(C(=O)NCc3ccc(F)cc3)c(C)c2c1	-1	-9	3	-12	-9	-17	-20	-2	-5
COc1ccc(OC)c(/C=N/NC2=NS(=O)(=O)c3ccccc32)c1	5	3	-6	0	0	5	-2	2	14
Cc1ccc(C(=O)NC(=S)Nc2c(C)ccc3nsnc23)cc1	-5	0	-14	-4	-1	21	2	2	13
Cc1nc(S/C(=C/c2ccc(-c3cccc(Cl)c3)o2)C(=O)O)n[nH]1	6	8	-2	16	18	13	46*	21	6
COc1ccccc1C(=O)N/C(=C\c1cn(C)c2ccccc12)C(=O)NCCCn1ccnc1	7	-3	-2	1	1	3	8	3	-1
CSCCC(NS(=O)(=O)c1ccc2c(c1)OCCO2)C(=O)NCCc1ccccn1 (centres undefined)	-11	5	2	1	-6	-3	3	7	-3
O=C(NC(=S)N1CCCC1)c1ccccc1F	1	-3	4	/	0	/	-7	3	3
COc1ccccc1CC(=O)Nc1cccc2ccccc12	-4	-2	5	0	6	2	10	3	7
CCc1cc(=S)n2c([nH]c3ccccc32)c1C#N	12	-5	-5	13	13	-26	14	10	8

Compound activity (PubChem)
